Bim-Bcl-W – human Bim-Bcl-W interaction inhibition; Q92843; bead-based flow cytometry, Bim peptide-Bcl-W binding; inhibition, % at 10 µM; 190,000 tested, 0.02% active; AID 952;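 further: 0% = bound tracer without compound and 100% = peptide blocker; higher means less fluorescent Bim peptide bound to Bcl-W beads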
RGS7-Gao – human RGS7-Galphao interaction regulation | Multiplexed bead flow cytometry, RGS7-Galphao binding; actives lie on both sides | 220,000 tested, 0.35% active | P09471 | binding response (% of control), % at 10 µM; in the data active means binding response below about 49% or above about 150%; inconclusive means no clear call, values can overlap the other calls; inactive means in between;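 further: fluorescent Galphao held in activated GDP-AlF4 state binding bead-coupled RGS7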
Target sequence (P09471 whole entry, looked up): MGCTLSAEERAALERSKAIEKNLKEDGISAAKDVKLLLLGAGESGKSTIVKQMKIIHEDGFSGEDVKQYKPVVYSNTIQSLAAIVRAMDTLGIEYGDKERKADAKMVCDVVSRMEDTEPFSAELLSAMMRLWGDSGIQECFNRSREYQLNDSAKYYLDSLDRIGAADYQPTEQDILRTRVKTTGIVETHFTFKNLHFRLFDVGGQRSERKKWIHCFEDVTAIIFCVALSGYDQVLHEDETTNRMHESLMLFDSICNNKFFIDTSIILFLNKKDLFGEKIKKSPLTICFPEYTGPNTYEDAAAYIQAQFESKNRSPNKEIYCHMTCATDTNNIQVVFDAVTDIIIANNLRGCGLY
RGS4-Gao reg – human RGS4-Galphao interaction regulation; Multiplexed bead flow cytometry, RGS4-Galphao binding; actives lie on both sides; binding response (% of control), % at 10 µM; 220,000 tested, 0.33% active; AID 1415; in the data active means binding response below about 49% or above about 150%; inactive means in between;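 further: fluorescent Galphao activated with aluminum fluoride binding bead-coupled RGS4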
Bim-Mcl-1 – disrupts Bim peptide binding to human Mcl-1 | Bead-based flow cytometry, Bim peptide-Mcl-1 binding | inhibition, % at 10 µM | AID 1009 | 190,000 tested, 0.1% active;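 further: 0% = no compound tracer wells and 100% = peptide blocker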
Target sequence (Q07820 whole entry, looked up): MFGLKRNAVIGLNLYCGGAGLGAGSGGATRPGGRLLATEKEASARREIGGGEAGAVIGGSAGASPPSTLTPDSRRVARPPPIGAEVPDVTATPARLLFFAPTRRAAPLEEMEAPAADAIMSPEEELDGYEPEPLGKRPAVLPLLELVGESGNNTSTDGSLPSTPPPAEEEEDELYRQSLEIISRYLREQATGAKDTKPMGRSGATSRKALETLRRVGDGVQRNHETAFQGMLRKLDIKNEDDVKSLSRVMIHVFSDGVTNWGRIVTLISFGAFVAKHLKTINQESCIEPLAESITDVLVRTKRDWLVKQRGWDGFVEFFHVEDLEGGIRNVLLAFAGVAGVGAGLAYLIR
Bim-Bcl-XL – inhibitors of Bim-Bcl-XL interaction, human; inhibition, % at 10 µM; Bim peptide-Bcl-XL binding, bead flow cytometry, fluorescence; 190,000 tested, 0.04% active; AID 1007
Bcl-B Bim block – disrupts Bim peptide binding to human Bcl-B; Q9HD36; bead-based flow cytometry; inhibition, % at 10 µM; 190,000 tested, 0.073% active; AID 951;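 further: 0% = tracer peptide without compound and 100% = reference inhibitor peptide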
Target sequence (Q9HD36 whole entry, looked up): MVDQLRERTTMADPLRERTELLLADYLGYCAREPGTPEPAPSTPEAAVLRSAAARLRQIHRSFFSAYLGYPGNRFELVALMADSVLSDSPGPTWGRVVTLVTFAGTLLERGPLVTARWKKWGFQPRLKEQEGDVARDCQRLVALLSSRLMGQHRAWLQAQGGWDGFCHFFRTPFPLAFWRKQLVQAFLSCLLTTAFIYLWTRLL
RGS8-Gao reg – modulates binding of RGS8 to human Galphao | P09471 | multiplexed bead flow cytometry; actives lie on both sides | response (percent of control binding), % at 10 µM | 220,000 tested, 0.34% active; in the data active means response below about 60% or above about 140%; inactive means in between;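 further: Galphao activated as the GDP aluminium fluoride complex binding bead-coupled RGS8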
Mcl1-Bid inh – Mcl-1/Bid interaction inhibition. TR-FRET Mcl-1/Bid-Dy647 peptide binding, 1536-well. 220,000 tested, 0.97% active. inhibition, % at 21.7 µM;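 active means compounds that cut the binding signal by more than half at the single screening dose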;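 further: His-tagged Mcl-1 with europium anti-His antibody binding Bid BH3 peptide; 0% = Mcl-1 plus peptide wells and 100% = peptide-only wells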
GSH bead fluor – compound fluoresces at 488/530 nm on GSH beads | fluorescence (KMESF) at 10 µM | 190,000 tested, 0.25% active | GSH beads flow cytometry, compound fluorescence 488/530 nm; stronger effect = higher value | AID 1776; in the data active means fluorescence above about 89;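 further: glutathione beads carrying GST-tagged Bcl family fusion proteins plus one bare bead set; values are compound well signal with DMSO vehicle wells as background; inactives centre near 16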
Bim-Bcl-2 – disrupts Bim peptide binding to human Bcl-2 | P10415 | Bead-based flow cytometry, Bim peptide-Bcl-2 binding | inhibition, % at 10 µM | 190,000 tested, 0.06% active | AID 950; in the data active means inhibition above about 40%; inconclusive means no clear call, values can overlap the other calls;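 further: 0% = no compound wells with probe peptide and 100% = reference peptide inhibitor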
Bim-Bfl-1 – inhibitors of Bim-Bfl-1 interaction, human | Bead-based flow cytometry, Bim-Bfl-1 binding inhibition | inhibition, % at 10 µM | 190,000 tested, 0.12% active | AID 1008;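 further: 0% = wells without compound plus tracer and 100% = blocker peptide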
An asterisk follows results filed as active; u = inconclusive; & = joins results of further samples. Unless noted, no stated cut-off is given here; in the data, active means inhibition above about 40%.

SMILES	Bim-Bcl-W	RGS7-Gao	RGS4-Gao reg	Bim-Mcl-1	Bim-Bcl-XL	Bcl-B Bim block	RGS8-Gao reg	Mcl1-Bid inh	GSH bead fluor	Bim-Bcl-2	Bim-Bfl-1
CCOc1c2ccc(C(=O)NCc3ccc4c(c3)OCO4)cc2nn1C	0	100	104	0	-8	-5	103	-59	51	-4	-7
COCCNC(C(=O)Nc1ccc(C)cc1[N+](=O)[O-])c1ccccc1 (stereo not drawn)	0	104	102	-4	-3	-1	102	-9	68	-1	0
Cc1cc(C)n(CC(=O)n2c3ccccc3c3ccccc32)n1	-1	95	89	2	0	2	90	-3	8	2	0
CC(N)C12CC3CC(CC(C3)C1)C2 (stereo not drawn)	-1	u	106&108	-2	-2	-4	103&111	-35&5	13	-4	-6
OC(COc1ccc(Cl)c2ccccc12)CN1CCN(c2ccccn2)CC1 (stereo not drawn)	-2	97	95	0	-2	-3	100	-8	27	0	-2
COc1ccc(C[C@H]2CN3C(=NC[C@H]3C)N2CCNC(=O)CCC2CCCCC2)cc1	0	99	97	1	4	-3	101	-10	20	0	-2
Cc1nc2c(-c3ccc(Cl)cc3)c(C)[nH]n2c(=O)c1Cc1ccccc1	1	97	101	33	8	12	102	-35	8	4	0
COc1ccccc1NS(=O)(=O)c1cc(NC(=O)CNC(=O)c2ccccc2)ccc1C	0	97	96	-3	-5	-6	88	-15	3	-2	0
N#C/C=C1\n2c(nc3ccccc32)OC12CCCCC2	0	94	94	-4	-3	1	100	29	60	0	4
COc1ccc(C(=O)NC(=S)N2CCCCC2)cc1	1	107	105	0	0	-12	100	-76	19	-3	8
CCOc1ccc(NC(=O)CSc2nnc(-c3ccccn3)n2N)cc1	-1	97	95	0	0	-7	96	-6	28	-4	-4
Cc1ccc(NC(=O)CSc2ncc3ccccn23)cc1	0	u	99	0	0	0	99	-54	11	-2	-4
CCCCCCOc1ccc(C(=O)NCCCn2ccnc2)cc1	-4	94	98	-4	-4	-4	105	-6	13	-2	-6
COc1ccccc1NC(=O)C1CC(=O)OC1c1ccccc1 (stereo not drawn)	2	102	101	1	0	-6	100	0	7	-5	-10
CN(CC(=O)NCCc1ccc(Cl)cc1)S(=O)(=O)c1ccc2c(c1)c(=O)n(C)c(=O)n2C	1	100	101	0	-1	-1	98	0	19	-6	-9
CCCCCCOC(=O)Sc1nc2ccccc2o1	-2	99	97	-1	0	-10	99	-16	16	-2	-2
CCOC(=O)N1CCC(NC(=O)C2CCN(S(=O)(=O)N3CCC(C)CC3)CC2)CC1	-5	100	100	-4	-5	-1	97	10	24	-3	0
Cc1ccc(OCC(=O)NNC(=O)c2cccnc2)cc1C	0	102	102	-3	-1	-2	98	-6	12	-1	3
CCc1nccn1S(=O)(=O)c1ccc(C)c(C)c1	2	100	103	-1	-1	-8	98	-28	38	-6	-9
CCOc1ccc(Cc2nc(-c3nonc3N)no2)cc1OCC	0	105	112	0	-1	-1	103	-8	21	0	0
COC(=O)c1c(C)[nH]c(C(C)=O)c1C	-1	98	101	-3	0	0	103	1	31	0	0
COc1ccc(C(=O)c2coc3ccc(O)c(CN4CCOCC4)c23)cc1	-3	101	101	-2	-3	-5	100	-36	15	-3	-3
COc1ccc(NC(=S)N(CCN2CCOCC2)Cc2cc3cc4c(cc3[nH]c2=O)OCCO4)cc1	1	87	89	-2	3	-2	96	-31	14	0	6
O=C(c1ccc2c(c1)OCO2)N1CCc2ccccc2C1	-5	92	89	-3	-1	-2	96	-17	10	-3	-6
O=C1c2ccc3c4c(ccc(c24)C(=O)N1CCCCO)C(=O)N(CCCCO)C3=O	-3	94	96	0	-6	2	97	8	14	-4	-2
CC(=O)C1=C(C)N(Cc2ccccc2)C(=O)N[C@H]1c1cccc(C(F)(F)F)c1	0	104	103	-1	-5	-3	101	-6	20	-1	-2
CCC(=O)NC(=S)Nc1cccc(Cl)c1N1CCCCC1	0	91	94	-1	-5	0	98	-44	26	0	-2
c1ccc2nc(-c3ccc(N4CCOCC4)cc3)ccc2c1	1	102	106	-2	3	0	108	-54	16	1	2
NC(=O)C1CCN(C2OC(=O)c3ccccc32)CC1 (stereo not drawn)	-4	96	97	-1	0	1	98	-2	27	0	0
COc1ccc(OCC(=O)Nc2ccc3nc(C)sc3c2)cc1	-2	98	100	-1	-4	-6	105	-12	18	-7	-7
C=CCOc1c(Br)cc(CNn2nnnc2N)cc1OCC	-5	105	100	-4	-10	-8	105	-4	35	-16	-16
COc1ccc(OCc2nc(N)nc(Nc3cccc(C)c3C)n2)cc1	-3	97	98	-2	-7	-6	101	0	27	-2	-2
COc1ccccc1-c1nnc2sc(C3CCCCC3)nn12	2	91	92	0	-4	-8	95	-28	11	-10	-11
O=C(Nc1nnc(-c2ccco2)o1)C1CCCCC1	-2	106	103	1	-5	-4	102	-21	13	-9	-13
O=C(NCc1ccccn1)c1ccco1	0	101	100	1	-1	1	102	-41	8	0	-5
O=C(NCCCN1CCOCC1)NC12CC3CC(CC(C3)C1)C2	-1	107	99	0	-3	3	108	-11	7	0	-1
COC(=O)c1c(NC(=O)COC(=O)c2ccc(O)cc2)sc2c1CCCCC2	-5	103	101	-4	-8	-4	101	2	18	-2	-3
O=c1[nH]c2ccccc2cc1CN(c1ccccc1)S(=O)(=O)c1ccccc1	-1	101	101	-1	-3	-4	103	-12	9	1	0
CC(C)N(Cc1ccccc1)C(=O)CCc1ccccc1	0	98	96	-2	-2	-4	98	-11	9	0	-6
CCOC(=O)c1ccccc1N1C(=O)C2Sc3[nH]c(=O)sc3C(/C=C/c3ccccc3)C2C1=O (stereo not drawn)	0	99	100	-3	-6	-4	101	-90	2	2	1
CCOc1ccc(NCCC(=O)c2ccc3c(c2)OCO3)cc1	-1	96	96	-2	-9	-3	119	-30	38	-1	-3
Cc1ccc(N=c2sc(C)c(C)n2C)cc1	-3	102	100	-7	-5	-26	102	-68	8	-3	5
COc1ccc(CCNC(=O)CCCCCN2C(=O)c3ccccc3C2=O)cc1OC	3	104	100	16	1	0	97	-32	6	5	4
O=C(Cc1ccc(-n2c(=S)[nH]c3ccccc3c2=O)cc1)N1CCC(N2CCCCC2)CC1	-2	117	116	-1	-6	-14	109	-25	31	-10	-11
O=C(CSc1nc2ccccc2o1)NCCOc1ccccc1	2	95	97	0	-3	-2	99	-3	29	-6	-12
COc1ccc(/C=N/N2C(=O)C3C4C=CC(CC4)C3C2=O)c(OC)c1 (stereo not drawn)	-1	104	105	-1	-1	-5	106	-30	24	2	-4
COC(=O)NNC(=O)COc1cc(C)ccc1C	-1	99	98	-5	-1	-5	97	0	8	-5	3
O=C(Cc1ccccc1)c1c[nH]c(C(=O)NCc2ccncc2)c1	-1	101	103	-1	0	-3	102	-8	10	-1	-3
CNC(=O)COC(=O)c1nc(-n2nc(C)cc2C)ccc1Cl	-1	106	108	0	-4	-3	106	-5	30	-3	-4
CN(CCC#N)S(=O)(=O)c1ccc2c(c1)c(=O)n(C)c(=O)n2C	4	98	97	1	-8	-3	98	14	37	-4	-10
COc1cc(/C=C(\C#N)C(=O)NCC2CCCO2)ccc1OC(C)C (stereo not drawn)	-3	103	105	-6	-7	-11	106	-39	10	-6	-4
COc1cc([N+](=O)[O-])ccc1NC(=O)CCCOc1ccccc1	-1	102	104	-2	-1	-3	100	4	12	-3	-1
CC(C)CC1C(C#N)=C(N)SC(N)=C1C#N	0	102	100	0	0	0	87	-86	11	0	9
Nc1c(-c2ccc(Cl)cc2)nnn1-c1ccccc1	-2	89	79	-13	0	-2	81	1	34	-6	-3
CCOc1ccccc1NC(=O)C1CCN(S(=O)(=O)c2cccc3cccnc23)CC1	0	105	101	1	-1	-5	102	-15	20	-8	-11
Cc1cccc(OCCC(=O)Nc2ccc(F)c(F)c2)c1	2	97	99	0	-5	-1	100	-14	10	-7	-6
COc1ccc(CC(=O)NNC(=S)Nc2ccccc2)cc1Br	0	95	94	-2	0	0	92	-115	16	-3	1
Clc1cccc(N2CCN(CCNc3nc4ccccc4n4cnnc34)CC2)c1	6	97	97	8	8	10	102	-31	26	0	-1
COc1ccc(CCNC(=O)CC(c2ccccc2)c2cccc(C)c2O)cc1OC (stereo not drawn)	0	99	99	-1	-3	-7	99	-22	10	-3	-7
CC(=O)c1cc(F)c(N2CCCCCC2)cc1C	-4	96	98	-3	-3	-2	99	-22	63	-2	-1

As entered above:
RGS7-Gao with `OC(COc1ccc(Cl)c2ccccc12)CN1CCN(c2ccccn2)CC1` (stereo not drawn) reads 97
RGS7-Gao with `COc1ccc(C[C@H]2CN3C(=NC[C@H]3C)N2CCNC(=O)CCC2CCCCC2)cc1` reads 99
RGS8-Gao reg with `O=C1c2ccc3c4c(ccc(c24)C(=O)N1CCCCO)C(=O)N(CCCCO)C3=O` reads 97

Later entries.
SMILES	Bim-Bcl-W	RGS7-Gao	RGS4-Gao reg	Bim-Mcl-1	Bim-Bcl-XL	Bcl-B Bim block	RGS8-Gao reg	Mcl1-Bid inh	GSH bead fluor	Bim-Bcl-2	Bim-Bfl-1
N#C/C(=C(/O)c1ccc(-c2cccc([N+](=O)[O-])c2)o1)c1nc2ccccc2s1	-1	101	100	-1	1	-1	99	15	10	1	1
CCOC(=O)CCc1c(C)c2ccc(OCc3cc([N+](=O)[O-])ccc3OC)cc2oc1=O	-1	99	98	-1	-2	-3	98	8	26	-4	-2
CCn1c(C)c(C(C)=O)c(N2CCN(C(c3ccccc3)c3ccccc3)CC2)nc1=S	0	98	101	-1	-3	0	102	-7	18	-2	-3
CCOC(=O)C1=C(Cc2ccc(C)cc2)C(=O)c2ccccc2C1=O	5	79	87	0	12	-3	69	-16	226*	1	19
Cn1c(N)c(C(=O)COC(=O)CC2CC3CCC2C3)c(=O)n(C)c1=O (stereo not drawn)	0	101	99	0	-1	-2	101	-3	7	-2	-6
O=C(COc1ccc(C(=S)N2CCOCC2)cc1)N1CCCC1	-1	99	99	0	0	1	102	-31	20	0	0
OC1CCN(c2c3c(nc4cc(-c5ccc(Cl)cc5)nn24)CCC3)CC1	2	100	100	0	0	-2	104	-10	15	2	1
COc1ccc(C(=O)NNC(=O)C(Cc2ccc(O)cc2)NC(=O)c2ccccc2NC(=O)c2ccc(OC)cc2)cc1 (stereo not drawn)	-2	99	103	-1	-3	-6	100	-130	7	1	1
N/C(=N\OC(=O)CCN1C(=O)c2ccccc2C1=O)c1ccccn1	12	u	107	-2	5	3	104	-31	13	3	9
Cn1nc(C(=O)N2CCOCC2)c([N+](=O)[O-])c1C(=O)N1CCOCC1	-4	102	103	-6	-7	-10	101	-3	12	-6	-9
COC(=O)c1[nH]c(=O)c2ccccc2c1OCc1ccccc1	0	104	104	0	0	-1	101	-32	68	-7	-6
c1ccc(N2CCN(c3nc4cc5c(cc4s3)OCCO5)CC2)cc1	-1	105	97	-2	-4	0	98	-7	14	-1	-3

Random draw from the library; overall some 1.8% were active at least once.
